Source: PubChem BioAssay
DRD3 antagonist = antagonists of human D3 dopamine receptor | D3R cells, DiscoveRx beta-arrestin luminescence, antagonist mode; hits give low values | max response, negative = inhibition, % | 360,000 tested, 2.5% active | AID 652054; in the data active = max response below about -50%; inconclusive = no clear call, values can overlap the other calls; also: % is scaled to controls: 0 for no effect and ±100 for the full control effect; mostly tested at two doses, the higher about 12 µM
Target sequence (P35462 whole entry, looked up): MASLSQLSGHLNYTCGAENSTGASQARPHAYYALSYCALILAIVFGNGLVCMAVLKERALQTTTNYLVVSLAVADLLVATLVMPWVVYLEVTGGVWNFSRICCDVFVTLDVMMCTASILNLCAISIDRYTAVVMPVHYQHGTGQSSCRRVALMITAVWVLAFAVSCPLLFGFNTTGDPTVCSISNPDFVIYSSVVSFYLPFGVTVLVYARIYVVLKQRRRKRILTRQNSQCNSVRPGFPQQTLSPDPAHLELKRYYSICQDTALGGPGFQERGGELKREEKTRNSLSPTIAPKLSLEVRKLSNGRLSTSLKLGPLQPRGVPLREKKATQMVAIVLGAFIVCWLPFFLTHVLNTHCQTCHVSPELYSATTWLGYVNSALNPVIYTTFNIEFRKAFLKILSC
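Cells plated overnight at 1500 cells/well, then exposed to library compounds with dopamine controls for 90 minutes at 37 degrees C. DiscoveRx reagent added for 30–60 minutes at room temperature; luminescence read, quantitative HTS format.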
PTHR1 agonist = activates the human parathyroid hormone receptor PTHR1 | 410,000 tested, 0.075% active | Q03431 | HEK293 GP2 PTHR1 cells, GloSensor cAMP luminescence, 1 h | Potency, µM (doses to about 115 µM), without a hit: top-dose activation, hits mostly activators | AID 743266; also: potency is read from the fitted curve at half-maximal effect; nearly all actives have a fitted effect of over 55% in size; some results filed as inactive show a strong effect at the top dose; inactives centre near -15; many of its hits are not listed in these tables
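HEK-293-derived GP2 cells expressing PTHR1 and a GloSensor cAMP reporter, 3,000/well, plated overnight, given luciferin plus IBMX (each 0.5 mM as added) for 1 h at 37 °C, then compound for 1 h at 37 °C. Luminescence was read after 15 min at room temperature.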
TDP43 rescue = TDP-43 toxicity inhibition in yeast | Potency, µM (titrated, usually from 46.1 µM), without a hit: at the highest dose growth rescue (activation), most hits filed as activators | AID 652104 | 410,000 tested, 1.8% active | TDP-43 expressing yeast growth rescue, BacTiter-Glo, 24 h; also: potency is read from the fitted curve at half-maximal effect; % of control where 0% means no effect; nearly all actives have a fitted effect of over 50% in size
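Luminescence from BacTiter-Glo reports growth of TDP-43-expressing yeast after 24 hr at 30 deg C with compound. Cells were raffinose-pregrown to mid-log, then seeded in galactose medium at OD600=0.02.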
GLP-1R inv ag = GLP-1 receptor (human) inverse agonism | HEK293 GLP-1R CRE-luciferase, luminescence, 24 h; GLP-1R form is constitutively active | Potency, µM (highest dose often 38.3 µM), for the others: at the top dose activity change, negative = inhibition, usual class: inhibitors | 410,000 tested, 1.6% active | AID 624417; also: potency is read from the fitted curve at half-maximal effect; % is scaled to controls: 0 for no effect and ±100 for the full control effect; nearly all actives have a fitted effect of over 55% in size
Target sequence (P43220 whole entry, looked up): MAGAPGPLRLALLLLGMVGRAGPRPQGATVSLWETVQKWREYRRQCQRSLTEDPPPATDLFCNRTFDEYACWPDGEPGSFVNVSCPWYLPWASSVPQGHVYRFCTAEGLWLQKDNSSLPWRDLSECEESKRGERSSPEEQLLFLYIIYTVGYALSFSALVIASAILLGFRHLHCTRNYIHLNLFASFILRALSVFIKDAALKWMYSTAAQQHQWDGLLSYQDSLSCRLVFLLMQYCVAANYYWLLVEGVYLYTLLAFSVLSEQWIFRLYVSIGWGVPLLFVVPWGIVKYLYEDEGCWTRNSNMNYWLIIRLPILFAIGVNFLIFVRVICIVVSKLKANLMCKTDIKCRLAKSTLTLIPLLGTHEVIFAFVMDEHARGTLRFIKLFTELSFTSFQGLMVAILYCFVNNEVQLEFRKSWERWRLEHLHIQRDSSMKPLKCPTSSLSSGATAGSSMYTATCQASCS
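Inverse agonists were sought by their lowering of basal cAMP reporter luciferase output in HEK293 cells stably carrying constitutively active human GLP-1R, after 24 h compound treatment.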
FUS suppressor = FUS proteinopathy suppression in yeast. 390,000 tested, 0.24% active. S. cerevisiae FUS-expressing, growth rescue, OD600, 24 h. Potency, µM (doses to about 76.6 µM), without a hit: at the top dose growth rescue (activation), usual class: activators;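 also: potency is read from the fitted curve at half-maximal effect; plate controls were DMSO vehicle for no effect and reference control for full effect; nearly all actives have a fitted effect of over 55% in size; some results filed as inactive show a strong effect at the top dose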
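Galactose (2%) drives FUS expression in yeast precultured in raffinose; seeding density OD 0.005. Test compounds incubated 24hr at 30C and 99% humidity before absorbance at 600 nm was measured.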
pAkt inh = blocks phosphorylation of Akt. activity change, % for hits at 50 µM. Neuro2A IGF-stimulated pAkt S473 HTRF, 20 min; hits give low values. AID 651550. 360,000 tested, 0.32% active; in the data active = activity change below about -80%; inconclusive = mostly about -51% to -80%; also: % is scaled to controls: 0 for no effect and ±100 for the full control effect
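Neuro2A cells in DMEM with 0.5% FBS, overnight at 37 deg C, given compound at single 50 µM final, then IGF (6 nM final) for 20 min at 37 deg C. Lysed; phospho-Akt Ser473 by HTRF after 24 h, 665/615 ratio.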
aSyn yeast inh = inhibitors of alpha-synuclein toxicity in yeast | Yeast expressing alpha-synuclein, growth rescue, BacTiter-Glo, 24 h | 370,000 tested, 0.14% active | Potency, µM (titrated, usually from 46.1 µM), without a hit: at the top dose growth rescue (activation), actives largely listed as activators; also: potency is read from the fitted curve at half-maximal effect; % of control where 0% means no effect; nearly all actives have a fitted effect of over 65% in size
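Readout is rescue of growth in alpha-synuclein-expressing yeast, so inhibitors of toxicity appear as activators. Growth after 24 hr at 30 deg C in galactose medium is quantified by luminescence.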
GLP1R ag = activates the human GLP-1 receptor; P43220; HEK293 GLP-1R CRE-luciferase, luminescence, 4-6 h; cells express a hypersensitive GLP-1R form; Potency, µM (titrated, usually from 45.6 µM), without a hit: top-dose activation, actives largely listed as activators; 380,000 tested, 0.007% active; AID 624172; also: potency is read from the fitted curve at half-maximal effect; % of control where 0% means no effect
Abeta yeast res = A-beta toxicity reversal in yeast. yeast expressing A-beta42, growth rescue, OD600, 48 h; response scale: 0% DMSO, 100% iron-clioquinol control. Potency, µM (top dose mostly 46.1 µM), for inactives: top-dose growth rescue, most hits filed as activators. 410,000 tested, 0.063% active. AID 1347071; also: potency is read from the fitted curve at half-maximal effect; nearly all actives have a fitted effect of over 55% in size
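Growth rescue measured by 600 nm absorbance after 48 h yeast culture at 30 C with compound. Values normalized between DMSO and an equimolar ferric chloride plus clioquinol control.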
* marks the source's active call; other numbers are inactive results; & = joins results of further samples; [ ] = dose if it differs, or a comment. Unless noted, calls follow the shape of the dose curve; as a rule, active = well fitted curve in the direction sought with a large enough effect; inconclusive = small, poorly fitted or top-dose-only effect, or another doubt; inactive = no such curve, though single readings can be large; an effect the other way counts as inactive or inconclusive.

For CCN(CC(=O)NCc1ccc(Cl)cc1)C(=O)c1cc2ccccc2o1 the results were DRD3 antagonist -4, PTHR1 agonist -60%[inhibitor], TDP43 rescue 5%, GLP-1R inv ag -6%, FUS suppressor 22%, pAkt inh inactive, aSyn yeast inh -1%, GLP1R ag 7% and Abeta yeast res -11%.
Nc1cccc(-n2cccc2)c1 was read as DRD3 antagonist 13, PTHR1 agonist inactive, TDP43 rescue 14%, GLP-1R inv ag 10%, FUS suppressor -17%, pAkt inh inactive, aSyn yeast inh -9%, GLP1R ag 3% and Abeta yeast res -4%.
Screening CCCN(CC1CC1)C(=O)COC(=O)c1ccc(CNS(=O)(=O)c2ccc(F)c(Cl)c2)cc1 returned DRD3 antagonist 1, PTHR1 agonist -38%[inhibitor], TDP43 rescue 12%, GLP-1R inv ag inconclusive, pAkt inh inactive, aSyn yeast inh -4%, GLP1R ag 0% and Abeta yeast res 6%.
Screening CCCN1C(=O)/C(=C/c2ccc(OCC(=O)OCC)cc2)NC1=S returned DRD3 antagonist -15, PTHR1 agonist -28%, TDP43 rescue -10%, GLP-1R inv ag -8%, FUS suppressor 22µM*, pAkt inh inactive, aSyn yeast inh 0%, GLP1R ag 21% and Abeta yeast res 4%.
Screening Cc1cc(C(=O)Nc2ccc(S(=O)(=O)N3CCCC3)cc2)cs1 returned DRD3 antagonist 9, PTHR1 agonist -24%[57.5 µM], TDP43 rescue -9%, GLP-1R inv ag -30%, FUS suppressor 25%, pAkt inh inactive, aSyn yeast inh 3%, GLP1R ag 0% and Abeta yeast res -16%.
Screening COc1ccc(S(=O)(=O)N(Cc2nc(-c3ccc(C)cc3)no2)C2CCCCC2)cc1 returned PTHR1 agonist 14%, TDP43 rescue 2%, GLP-1R inv ag inconclusive, FUS suppressor inconclusive and Abeta yeast res -33%.
For Cc1ccc(C(=O)N2CCCCC2)cc1NC1=C(Cl)C(=O)N(Cc2ccccc2)C1=O the results were DRD3 antagonist 31, PTHR1 agonist -16%, TDP43 rescue inconclusive, GLP-1R inv ag -21%, FUS suppressor -8%, pAkt inh inactive, aSyn yeast inh 8%, GLP1R ag -6% and Abeta yeast res 7%.
`CCCCNC(=O)c1cc2nc(-c3ccccc3)cc(C(F)(F)F)n2n1` gave DRD3 antagonist 34, PTHR1 agonist -24%, TDP43 rescue 9%, GLP-1R inv ag -9%, FUS suppressor 19%, pAkt inh inactive, aSyn yeast inh -2%, GLP1R ag 2% and Abeta yeast res 7%.
Screening COc1ccc(C(=O)Nc2ccc(Cc3ccncc3)cc2)cc1Br returned DRD3 antagonist 19, PTHR1 agonist -44%[inhibitor], TDP43 rescue 2%, GLP-1R inv ag inconclusive, FUS suppressor -26%, pAkt inh inactive, aSyn yeast inh 7%, GLP1R ag 8% and Abeta yeast res 3%.
`O=C1C(=Cc2cccs2)C(=O)c2ccccc21` gave DRD3 antagonist -8, PTHR1 agonist -12%, TDP43 rescue inconclusive, GLP-1R inv ag 6%, pAkt inh inactive, aSyn yeast inh inconclusive, GLP1R ag -12% and Abeta yeast res -8%.
Screening Cc1cc(OCCCCN2C(=O)NC(C)(C)C2=O)cc(C)c1Cl returned DRD3 antagonist -14, PTHR1 agonist -32%[inhibitor], TDP43 rescue 18µM*, GLP-1R inv ag inconclusive, FUS suppressor 22%, GLP1R ag 10% and Abeta yeast res 7%.
N=c1oc2ccc(Cl)cc2cc1C(=O)NC1CCCCCC1 was read as DRD3 antagonist 7, PTHR1 agonist inactive, TDP43 rescue 11%, GLP-1R inv ag -5%, FUS suppressor 14%, pAkt inh inactive, aSyn yeast inh -5%, GLP1R ag 9% and Abeta yeast res -3%.
Screening COC(=O)c1ccc(CSc2nc3c(c(=O)[nH]2)CCC3)cc1 returned DRD3 antagonist 31, PTHR1 agonist -14%, TDP43 rescue inconclusive, GLP-1R inv ag 30%&4%, FUS suppressor -5%&-18%, pAkt inh inactive, aSyn yeast inh 13%, GLP1R ag 3% and Abeta yeast res -8%&-4%.
For O=C(NC1CCCCC1)N1CCN(S(=O)(=O)c2ccc(F)cc2)CC1 the results were DRD3 antagonist 11, PTHR1 agonist -43%[inhibitor], TDP43 rescue -7%, GLP-1R inv ag -22%, FUS suppressor 6%, pAkt inh inactive, aSyn yeast inh 1%, GLP1R ag 7% and Abeta yeast res -10%.
Screening Clc1ccc(-c2csc3ncnc(NCCN4CCOCC4)c23)cc1 returned DRD3 antagonist -20, PTHR1 agonist -8%, TDP43 rescue 12%, GLP-1R inv ag 3.2µM*, FUS suppressor 17%, pAkt inh inactive, aSyn yeast inh 8%, GLP1R ag 3% and Abeta yeast res -2%.
Screening CCN(CC(=O)NCc1ccc(F)cc1)C(=O)C1CC1C (stereo unspecified) returned DRD3 antagonist -14, PTHR1 agonist inconclusive, TDP43 rescue 2%, GLP-1R inv ag -17%, FUS suppressor 9%, pAkt inh inactive, aSyn yeast inh -2%, GLP1R ag 0% and Abeta yeast res -12%.
Screening O=C(CC1C(=O)NC2CCCCC2N1C(=O)c1ccc(F)cc1)Nc1ccccc1 (stereo unspecified) returned DRD3 antagonist 1, PTHR1 agonist 19%[57.5 µM], TDP43 rescue -22%, GLP-1R inv ag 0%, FUS suppressor -4%, pAkt inh inactive, aSyn yeast inh 0%, GLP1R ag -2% and Abeta yeast res -10%.
`Cc1cccc(CN2[C@H](CO)C=CS2(=O)=O)c1` gave DRD3 antagonist 14, PTHR1 agonist -23%, TDP43 rescue 12%, GLP-1R inv ag 44%[activator], FUS suppressor -10%, pAkt inh inactive, aSyn yeast inh -1%, GLP1R ag 0% and Abeta yeast res -13%.
`COc1ccc(Cn2cc(CN3CCc4onc(-c5ccc(Br)cc5)c4C3=O)nn2)cc1` gave DRD3 antagonist 38, PTHR1 agonist -46%[inhibitor], TDP43 rescue 18µM*, GLP-1R inv ag inconclusive, FUS suppressor inconclusive, pAkt inh inactive, aSyn yeast inh 19% and Abeta yeast res -2%.
`Cc1cccc(C)c1OCC(=O)NNC(=S)NC(=O)C1CC1` gave DRD3 antagonist 19, PTHR1 agonist -16%, TDP43 rescue inconclusive, GLP-1R inv ag -27%, FUS suppressor 11%, pAkt inh inactive, aSyn yeast inh -9%, GLP1R ag -6% and Abeta yeast res -79%[inhibitor].

In the list so far, two have bromine.
Screening COc1ccc(C(=O)Nc2ccc(Cc3ccncc3)cc2)cc1Br returned DRD3 antagonist 19, PTHR1 agonist -44%[inhibitor], TDP43 rescue 2%, GLP-1R inv ag inconclusive, FUS suppressor -26%, pAkt inh inactive, aSyn yeast inh 7%, GLP1R ag 8% and Abeta yeast res 3%.
`COc1ccc(Cn2cc(CN3CCc4onc(-c5ccc(Br)cc5)c4C3=O)nn2)cc1` gave DRD3 antagonist 38, PTHR1 agonist -46%[inhibitor], TDP43 rescue 18µM*, GLP-1R inv ag inconclusive, FUS suppressor inconclusive, pAkt inh inactive, aSyn yeast inh 19% and Abeta yeast res -2%.

(cont.)
COC(=O)c1cnc[nH]1 was read as DRD3 antagonist -9, PTHR1 agonist inconclusive, TDP43 rescue -17%, GLP-1R inv ag 7%, FUS suppressor -68%, pAkt inh inactive, aSyn yeast inh -19%, GLP1R ag -6% and Abeta yeast res -20%.
`Cc1cc(C)[n+]2n1C(=O)C(c1ccccc1)=C2[O-]` gave DRD3 antagonist -13&3, PTHR1 agonist -11%&-28%, TDP43 rescue inconclusive, GLP-1R inv ag 12%&7%, FUS suppressor -6%, pAkt inh inactive, aSyn yeast inh 2%&-4%, GLP1R ag 4%&-4% and Abeta yeast res -1%&-8%.
`COC(=O)[C@]1(C)N[C@H](CN(C)C(=O)c2ccc(C(C)(C)C)cc2)[C@@H]2C(=O)N(Cc3ccccc3)C(=O)[C@@H]21` gave DRD3 antagonist 32, PTHR1 agonist -17%, TDP43 rescue 12%, GLP-1R inv ag 12%, FUS suppressor 26%, pAkt inh inactive, aSyn yeast inh -6%, GLP1R ag -2% and Abeta yeast res -1%.
`O=C(NCCCn1ccnc1)c1cc(C(=O)C2CC2)c[nH]1` gave DRD3 antagonist 17, PTHR1 agonist -4%[57.5 µM], TDP43 rescue 1%, GLP-1R inv ag -33%, FUS suppressor 19%, pAkt inh inactive, aSyn yeast inh -6%, GLP1R ag -1% and Abeta yeast res 13%.
CC(C)(C)[C@H]1C=C(C(N)=O)O[C@@H](OCc2ccc(CO)cc2)C1 was read as DRD3 antagonist 10, PTHR1 agonist -20%, TDP43 rescue 28%, GLP-1R inv ag 22%, FUS suppressor -20%, pAkt inh inactive, aSyn yeast inh 6%, GLP1R ag 16% and Abeta yeast res 7%.
`CC(C)CCNC(=O)C(=O)Nc1ccccc1` gave DRD3 antagonist -11, PTHR1 agonist -7%, TDP43 rescue -12%, GLP-1R inv ag 17%, FUS suppressor -7%, pAkt inh inactive, aSyn yeast inh 2%, GLP1R ag 13% and Abeta yeast res 4%.
COc1cc(CNn2c(C)n[nH]c2=S)cc(Br)c1OCc1ccc(F)cc1 was read as DRD3 antagonist -8, PTHR1 agonist -10%, TDP43 rescue 35µM*, GLP-1R inv ag inconclusive, FUS suppressor 33%, pAkt inh inactive, aSyn yeast inh 3%, GLP1R ag -5% and Abeta yeast res 0%.
For COc1ccc(NC(=O)COC(=O)Cn2c(C)nc3ccccc32)cc1OC the results were DRD3 antagonist -10, PTHR1 agonist -7%, TDP43 rescue 6%, GLP-1R inv ag 5%, FUS suppressor -8%, pAkt inh inactive, aSyn yeast inh -6%, GLP1R ag -12% and Abeta yeast res -1%.

A portion of the library; rates above refer to the full screens.
